Screens from PubChem.
ALDH1A1 block = inhibitors of human aldehyde dehydrogenase 1A1; Potency, µM (doses to about 75.3 µM), for the others: at the top dose activity, negative = inhibition, usual class: inhibitors; 220,000 tested, 7.3% active; Purified ALDH1A1, NADH fluorescence, propionaldehyde substrate; P00352; active = well fitted inhibition curve with a large enough effect, not every such curve was filed as active; inconclusive = small, poorly fitted or top-dose-only effect, or another doubt; inactive = no such curve, though single readings can be large or run the other way;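 also: plate controls were no enzyme wells and a reference inhibitor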
Target sequence (P00352 whole entry, looked up): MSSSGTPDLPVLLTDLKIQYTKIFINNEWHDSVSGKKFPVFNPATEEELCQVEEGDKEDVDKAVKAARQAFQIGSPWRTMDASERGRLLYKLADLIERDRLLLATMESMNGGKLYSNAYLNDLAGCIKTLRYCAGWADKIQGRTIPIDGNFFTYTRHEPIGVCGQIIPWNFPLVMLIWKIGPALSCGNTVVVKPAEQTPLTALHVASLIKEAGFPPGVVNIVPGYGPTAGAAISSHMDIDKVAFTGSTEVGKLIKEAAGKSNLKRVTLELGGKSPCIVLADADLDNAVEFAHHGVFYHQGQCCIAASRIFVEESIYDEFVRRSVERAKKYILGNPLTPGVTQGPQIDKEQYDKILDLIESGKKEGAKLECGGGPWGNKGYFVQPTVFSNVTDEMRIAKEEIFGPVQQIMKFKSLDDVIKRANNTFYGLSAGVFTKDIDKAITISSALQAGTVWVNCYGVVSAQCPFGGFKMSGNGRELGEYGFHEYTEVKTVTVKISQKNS
Tau FP inhib = inhibitors of human tau fibril formation; 280,000 tested, 0.39% active; P10636; AID 1468; Potency, µM (highest dose often 57.7 µM), for inactives: at the top dose activity, negative = inhibition, usual class: inhibitors; K18 P301L tau heparin fibrillization, Alexa594 FP, 6 h; also: % is scaled to controls: 0 for no effect and ±100 for the full control effect; nearly all actives have a fitted effect of over 55% in size
Target sequence (P10636 561-689 P618L limits assumed): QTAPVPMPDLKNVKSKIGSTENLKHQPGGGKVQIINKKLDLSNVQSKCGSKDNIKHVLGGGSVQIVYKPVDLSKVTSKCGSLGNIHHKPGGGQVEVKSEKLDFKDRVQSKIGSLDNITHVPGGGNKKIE
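Human K18 P301L fragment (15 uM unlabeled plus 0.24 uM Alexa 594-labeled) in 100 mM sodium acetate pH 7 with compound, aggregation induced by 20 uM heparin for 6 hr at 37 C. ThT (30 uM) added for 1 hr, then Alexa 594 FP read.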
KDM4E inh = blocks human JMJD2E demethylase activity; AID 2147; JMJD2E catalytic domain, FDH-coupled NADH fluorescence (FDH is formaldehyde dehydrogenase); 230,000 tested, 1.6% active; Potency, µM (top dose mostly 57.1 µM), for the others: at the highest dose activity change, negative = inhibition, actives largely listed as inhibitors; active = well fitted inhibition curve with a large enough effect, not every such curve was filed as active; inconclusive = small, poorly fitted or top-dose-only effect, or another doubt; inactive = no such curve, though single readings can be large or run the other way;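 also: 0% = wells with enzyme and -100% = buffer wells without enzyme; nearly all actives have a fitted effect of over 50% in size; many of its hits are not listed in these tables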
Target sequence (B2RXH2 1-337 limits assumed): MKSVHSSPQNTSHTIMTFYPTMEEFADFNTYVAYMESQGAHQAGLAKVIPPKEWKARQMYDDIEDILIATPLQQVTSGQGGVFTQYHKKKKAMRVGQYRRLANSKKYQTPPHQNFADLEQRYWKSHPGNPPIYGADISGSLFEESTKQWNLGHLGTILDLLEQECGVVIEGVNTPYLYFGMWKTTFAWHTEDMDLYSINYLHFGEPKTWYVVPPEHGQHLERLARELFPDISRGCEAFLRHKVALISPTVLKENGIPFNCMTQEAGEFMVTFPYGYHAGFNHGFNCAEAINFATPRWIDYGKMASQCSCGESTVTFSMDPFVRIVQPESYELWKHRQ
Tau ThT inhib = blocks human tau fibril formation measured by thioflavin T; P10636; recombinant tau K18 P301L, heparin-induced fibrillization, ThT fluorescence; Potency, µM (highest dose often 57.4 µM), for the others: at the highest dose activity, negative = inhibition, actives largely listed as inhibitors; 270,000 tested, 2.1% active; AID 1460; also: % is scaled to controls: 0 for no effect and ±100 for the full control effect; nearly all actives have a fitted effect of over 55% in size
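K18 P301L tau (15 uM + 0.24 uM Alexa 594-tagged), heparin 20 uM, NaOAc pH 7, 6 h 37 C; ThT 30 uM, 1 h RT, ex 450/em 510 nm.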
SMN2 splice enh = increases expression of the SMN2 splice variant. HEK293 SMN2-luciferase splicing reporter, luminescence, 30-36 h. Potency, µM (series often up to 46.1 µM), for the others: at the top dose activity change, positive = activation, hits mostly activators. 210,000 tested, 2.8% active. AID 1458; also: % of control where 0% means no effect; nearly all actives have a fitted effect of over 55% in size
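HEK293 cells carry an SMN2 minigene-luciferase reporter in which exon 7 inclusion puts luciferase in frame. Cells were seeded at 2000 cells/well, attached for 10-12 hours, then exposed to compounds for 30-36 hours at 37C before ONE-Glo luminescence.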
Tau fluor cs = counter-screen for tau fibril formation inhibitors; tau K18 P301L Alexa594 fluorescence, heparin fibrillization; Potency, µM (highest dose often 57.7 µM), without a hit: at the top dose activity change, negative = decrease; 280,000 tested, 0.93% active; also: % is scaled to controls: 0 for no effect and ±100 for the full control effect; nearly all actives have a fitted effect of over 55% in size
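Human tau K18 P301L (15 uM unlabeled, 0.24 uM Alexa 594-labeled) in 100 mM sodium acetate pH 7 with 20 uM heparin, 6 hr at 37 C. ThT 30 uM added, 1 hr ambient; Alexa 594 FP and total fluorescence read at 555/632 nm.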
HTT ATP protect = cytoprotection in Huntington HTT-Q103 PC12 cell model; Potency, µM (series often up to 56.4 µM), for inactives: cytoprotection (ATP increase), actives largely listed as activators; AID 1471; 230,000 tested, 0.14% active; PC12 HTT-Q103 induced, cytoprotection, ATP luminescence, 40 h;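 also: % of control where 0% means no effect; nearly all actives have a fitted effect of over 45% in size; toxic huntingtin expression switched on by the ecdysone agonist tebufenozide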
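Stable PC12 Q103-GFP cells in serum-supplemented, phenol red-free DMEM; induction by tebufenozide at 100 nM final; compound dose series; cell viability quantified luminescently from ATP.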
HTT aggregate = reduces HttQ103-GFP aggregates in PC12 cells | PC12 HttQ103-GFP aggregates, Acumen cytometry, 40 h | Potency, µM (highest dose often 46.1 µM), without a hit: at the top dose activity change, negative = inhibition, usual class: inhibitors | 220,000 tested, 1.1% active; also: % is scaled to controls: 0 for no effect and ±100 for the full control effect; nearly all actives have a fitted effect of over 60% in size
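PC12/HTTQ103-GFP, ecdysone-inducible; teb 100 nM; cpd qHTS titration; GFP aggregates read on laser cytometer, Ex 488/Em 500-530 nm.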
An asterisk follows results filed as active; ? = inconclusive; / = not tested or not shown; & = joins results of further samples; [ ] = remark or other dose. Unless noted, calls follow the shape of the dose curve; as a rule, active = well fitted curve in the direction sought with a large enough effect; inconclusive = small, poorly fitted or top-dose-only effect, or another doubt; inactive = no such curve, though single readings can be large; an effect the other way counts as inactive or inconclusive. Potency is read from the fitted curve at half-maximal effect.

Every second line gives: Tau fluor cs, HTT aggregate, Tau ThT inhib, HTT ATP protect, ALDH1A1 block, SMN2 splice enh, KDM4E inh, Tau FP inhib
> CCCOc1ccc(/C(CC)=N/NC(=O)C2(C)CC2(Br)Br)cc1 (stereo not given)
    12%, 3%, -6%, 17%[10 µM], 7%, -4%, ?, 8%
> Cc1ccccc1N(CC(=O)NCCSc1ccccn1)S(=O)(=O)c1ccccc1
    -8%, 14%[9.22 µM], -5%, -5%[10 µM], -8%, /, 7%, 9%
> CC(=O)Nc1cccc(C(=O)N/N=C/c2cccnc2)c1
    2%, -1%, -5%, -89%[inhibitor], 6%, 4%, 1%, -7%
> O=C(c1cnn2ccccc12)N1CCc2ccccc21
    -14%, -3%, -17%, -58%[inhibitor], ?, 11µM*, -3%, ?
> CN(C(=O)COC(=O)c1cc(-c2ccc(Cl)s2)nc2ccccc12)C1CCS(=O)(=O)C1 (stereo not given)
    ?, 7%, ?, -68%[inhibitor], ?, -49%, ?, ?
> CC(COC(=O)c1ccccc1)(COC(=O)c1ccccc1)/[N+]([O-])=C/c1ccccc1
    -8%, -7%, -4%, 12%[10 µM], ?, 1%, 4%, 1%
> CCOC(=O)c1cc(-c2ccccc2)sc1NC(=O)C(C)(C)C
    3%, -5%, 0%, -15%, ?, -25%, ?, -2%
> O=C1NC(=O)C(c2ccccc2)(c2ccccc2)N1
    -10%&-30%&-6%&6%&-1%&-5%&-13%, -10%&7%&20%&31%, -6%&-26%&-3%&7%&0%&-10%&-13%, ?, 3%&4%&2%&-2%&9%&2%&7%, -10%&5%&-12%&-5%&3%&4%&-23%&-11%, 4%&0%&1%&5%&6%, ?
> Oc1ccc(C=Nc2cccc3ncccc23)c(O)c1
    -17%, -5%, ?, 1%[10 µM], -2%, 24%, ?, -9%
> Cc1c(C(=O)NCC2COc3ccccc3O2)oc2ccc(S(=O)(=O)N3CC(C)CC(C)C3)cc12 (stereo not given)
    -15%, -19%, -10%, -13%, -3%, -40%[inhibitor], -16%, -12%
> O=C(NCCCN1CCOCC1)C(=O)NCC1CCCO1 (stereo not given)
    5%, -24%, 5%, -1%[10 µM], 1%, -1%, -1%, 0%
> COc1ccc(-c2ccc(SCC(=O)Nc3cccc(C(C)=O)c3)nn2)cc1OC
    -24%, -15%, -16%, -6%, -5%, /, -12%, -10%
> CSc1cccc(NS(=O)(=O)c2ccc3c(c2)oc(=O)n3C)c1
    -15%, ?, -6%, -6%, -2%, -31%[inhibitor], -2%, -3%
> CCc1cccc(C)c1NC(=O)Cn1cc2c(n1)CCCC2
    -2%, /, 4%, /, /, -18%, /, 2%
> COc1ccc(-n2nnc3c(SCC(=O)Nc4ccc5c(c4)OCCO5)ncnc32)cc1
    ?, 8%, ?, -53%[inhibitor], ?, 21%, ?, -9%
> Cc1cc(Nc2ccccc2C(=O)O)nc2nc3ccccc3c(=O)n12
    3%, -6%, -1%, 21%[10 µM], ?, ?, 3%, 4%
> COCCNC(=O)CN1CCOc2ccccc21
    -6%, -6%, -1%, 8%, -6%, 4%, 0%, 2%
> COc1ccc(C2c3c(oc4c(C)cc(C)cc4c3=O)C(=O)N2Cc2cccnc2)cc1OC (stereo not given)
    -1%, -10%, 0%, 9%, 7%, 8%, 12%, 6%
> Cc1ccc(NC(=O)c2cc(C(=O)c3cc(Cl)ccc3O)cn(-c3ccc(C)cc3)c2=O)cc1
    -4%, ?, 6%, 28%[10 µM], 19%, -65%[inhibitor], 169%[activator], ?
> CC1CC(C)CN(c2nc(NCc3ccco3)nc(N)c2[N+](=O)[O-])C1 (stereo not given)
    9%, -2%, 14%, -19%[10 µM], 9%, -50%[inhibitor], -9%, -3%
> O=C(OCc1nnc(-c2ccccc2)o1)c1cc(F)c(F)cc1Cl
    -11%, -2%, -17%, -4%, 6%, 8%, -7%, -2%
> Cc1ccc(C(=O)Nc2ccccc2-c2ccccc2)o1
    -12%, ?, -17%, -73%[inhibitor], ?, 25%, ?, 0%
> N=C1C(c2ccccc2)=C(O)CN1CCCO
    -1%, 13%, -5%, /, 17%, 12%, -4%, 3%
> COc1cc(C2Nc3ccccc3-c3nnc(SCc4ccc(Cl)cc4)nc3O2)ccc1OCC(=O)O (stereo not given)
    -21%, /, ?, /, /, -9%, /, 7%
> Cn1cc(SCC(=O)Nc2nccs2)c2ccccc21
    -2%, 5%, -3%, 29%[10 µM], 4%, 11µM*, 3%, -13%
> O=C(O)c1cccc(-n2cnc3cccnc32)c1
    -8%, /, -7%, /, /, -3%, /, -9%
> C#CC(=O)N(c1cccc(OC)c1)C(C(=O)NC1CCCC1)c1cccs1 (stereo not given)
    -2%, 22%, -3%, -7%, 16µM*, -85%[inhibitor], -1%, 5%
> O=C(CN(C(=O)C1CSC(=O)C1)c1cccc(F)c1)NC1CCCC1 (stereo not given)
    11%, 12%, 6%, -32%[inhibitor], 0%, 14%, 9%, 10%
> CS(=O)(=O)N(CC(=O)NC1CCCC1)C1CCCCC1
    1%, -14%, -6%, 8%, 6%, /, 0%, -10%
> Cc1ccc(CCNC(=O)CC2Oc3ccc(C)cc3NC2=O)cc1 (stereo not given)
    -5%, 11%, -6%, 5%[10 µM], 10%, 6%, 2%, 0%
> CN(C)c1ccc(CN(C(=O)/C=C/c2ccccc2Cl)C2CCS(=O)(=O)C2)cc1 (stereo not given)
    -25%, -4%[9.22 µM], ?, -3%[10 µM], /, /, -21%, 18%
> CCC(C(=O)Nc1ccc(C(=O)OC)cc1)n1nc(-c2ccc(C)cc2)c2c(c1=O)CCCC2 (stereo not given)
    -14%, /, -7%, /, /, -15%, /, -4%
> COc1ccc(NC(=S)NCC(c2ccco2)N2CCCC2)cc1 (stereo not given)
    -10%, 11%, -6%, -15%, -5%, -36%[inhibitor], -4%, -1%
> C[C@]12CCC3c4ccc(O)cc4CCC3C1CCC2=O (stereo not given in full)
    -23%, /, ?, -42%[inhibitor], 2%, -21%, -1%, 2%
> COc1cc(OC)cc(C(=O)Nc2ccccc2N2CCOCC2)c1
    -9%, 13%, -9%, -5%, -11%, -24%, 1%, 5%
> Clc1cc(-c2ccc(/C=N/n3cnnc3)o2)ccc1Br
    -20%, 6%, ?, -11%, 9%, -5%, ?, 10%
> CCCCCc1c(O)nc(SCCN(C)C)[nH]c1=O
    16%, -7%[9.22 µM], 5%, 14%[10 µM], /, /, 6%, 0%
> Cc1nn(C)c(C(=O)NC2C3CC4CC(C3)CC2C4)c1Cl (stereo not given)
    -6%, 9%, -9%, /, ?, -19%, -2%, 3%
> CC1C[C@@]2(NC(=O)NC2=O)C(C)CN1C (stereo not given in full)
    7%, -6%, 7%, 9%[10 µM], 9%, -1%, 5%, 6%
> Cc1nn(CC(=O)Nc2ccc3c(c2)nc(CN2CCCC2)n3C)c(=O)c2ccccc12
    1%, -1%, -9%, 5%[0.074 µM], -1%, 27%, ?, 1%
> COc1ccc(NC(=O)N/C=C/c2ccccc2)cc1
    ?, -4%, ?, -29%, -14%, 16µM*, -23%, 12%
> CC1CC2=C(NC(=S)NC2c2ccccc2F)/C(=C/c2ccccc2F)C1 (stereo not given)
    -4%, -26%, -4%, -68%[inhibitor], 0.56µM*, /, -12%, 2%
> N=C1C(=O)OCC1c1ccccc1NC(=O)CN1CCCCC1 (stereo not given)
    6%, -8%, 10%, /, -1%, 0%, ?, 1%
> O=C(C1CC1)N1CCN(S(=O)(=O)c2ccc3c(c2)OCCO3)CC1
    8%, -18%, 5%, -15%, 0%, -20%, 2%, 9%
> CCOC(=O)c1sc2ncn(/N=C/c3cccnc3)c(=O)c2c1C
    -6%, 4%, ?, 8%, 0.071µM*, -3%, -1%, -5%
> O=[N+]([O-])c1ccc(Oc2ccc(F)cc2Br)c2ccncc12
    ?, ?, ?, -45%[inhibitor], -1%, 1%, -11%, -19%
> C/C(=N\NC(=O)c1sccc1-n1cccc1)c1cccs1
    -4%, -23%, -6%, -19%, -3%, 0%, ?, -4%

Entries shown so far containing a Cl atom:
Every second line gives: Tau fluor cs, HTT aggregate, Tau ThT inhib, HTT ATP protect, ALDH1A1 block, SMN2 splice enh, KDM4E inh, Tau FP inhib
> CN(C(=O)COC(=O)c1cc(-c2ccc(Cl)s2)nc2ccccc12)C1CCS(=O)(=O)C1 (stereo not given)
    ?, 7%, ?, -68%[inhibitor], ?, -49%, ?, ?
> Cc1ccc(NC(=O)c2cc(C(=O)c3cc(Cl)ccc3O)cn(-c3ccc(C)cc3)c2=O)cc1
    -4%, ?, 6%, 28%[10 µM], 19%, -65%[inhibitor], 169%[activator], ?
> O=C(OCc1nnc(-c2ccccc2)o1)c1cc(F)c(F)cc1Cl
    -11%, -2%, -17%, -4%, 6%, 8%, -7%, -2%
> COc1cc(C2Nc3ccccc3-c3nnc(SCc4ccc(Cl)cc4)nc3O2)ccc1OCC(=O)O (stereo not given)
    -21%, /, ?, /, /, -9%, /, 7%
> CN(C)c1ccc(CN(C(=O)/C=C/c2ccccc2Cl)C2CCS(=O)(=O)C2)cc1 (stereo not given)
    -25%, -4%[9.22 µM], ?, -3%[10 µM], /, /, -21%, 18%
> Clc1cc(-c2ccc(/C=N/n3cnnc3)o2)ccc1Br
    -20%, 6%, ?, -11%, 9%, -5%, ?, 10%
> Cc1nn(C)c(C(=O)NC2C3CC4CC(C3)CC2C4)c1Cl (stereo not given)
    -6%, 9%, -9%, /, ?, -19%, -2%, 3%

Not all compounds are listed; count on the stated rates, not on these rows.
